KDM5B inh: KDM5B demethylase inhibition. Q9UGL1. KDM5B demethylase, FDH-coupled NADH fluorescence (FDH is formaldehyde dehydrogenase). Potency, µM (doses to about 57.7 µM), for inactives: at the highest dose activity change, negative = inhibition, most hits filed as inhibitors. AID 1347165. 220,000 compounds, 2.6% hits; active = well fitted inhibition curve with a large enough effect; inconclusive = small, poorly fitted or top-dose-only effect; inactive = no such curve, though single readings can be large or run the other way; note: 0% is about no effect; nearly all actives have a fitted effect of over 70% in size
Target sequence (Q9UGL1 whole entry, looked up): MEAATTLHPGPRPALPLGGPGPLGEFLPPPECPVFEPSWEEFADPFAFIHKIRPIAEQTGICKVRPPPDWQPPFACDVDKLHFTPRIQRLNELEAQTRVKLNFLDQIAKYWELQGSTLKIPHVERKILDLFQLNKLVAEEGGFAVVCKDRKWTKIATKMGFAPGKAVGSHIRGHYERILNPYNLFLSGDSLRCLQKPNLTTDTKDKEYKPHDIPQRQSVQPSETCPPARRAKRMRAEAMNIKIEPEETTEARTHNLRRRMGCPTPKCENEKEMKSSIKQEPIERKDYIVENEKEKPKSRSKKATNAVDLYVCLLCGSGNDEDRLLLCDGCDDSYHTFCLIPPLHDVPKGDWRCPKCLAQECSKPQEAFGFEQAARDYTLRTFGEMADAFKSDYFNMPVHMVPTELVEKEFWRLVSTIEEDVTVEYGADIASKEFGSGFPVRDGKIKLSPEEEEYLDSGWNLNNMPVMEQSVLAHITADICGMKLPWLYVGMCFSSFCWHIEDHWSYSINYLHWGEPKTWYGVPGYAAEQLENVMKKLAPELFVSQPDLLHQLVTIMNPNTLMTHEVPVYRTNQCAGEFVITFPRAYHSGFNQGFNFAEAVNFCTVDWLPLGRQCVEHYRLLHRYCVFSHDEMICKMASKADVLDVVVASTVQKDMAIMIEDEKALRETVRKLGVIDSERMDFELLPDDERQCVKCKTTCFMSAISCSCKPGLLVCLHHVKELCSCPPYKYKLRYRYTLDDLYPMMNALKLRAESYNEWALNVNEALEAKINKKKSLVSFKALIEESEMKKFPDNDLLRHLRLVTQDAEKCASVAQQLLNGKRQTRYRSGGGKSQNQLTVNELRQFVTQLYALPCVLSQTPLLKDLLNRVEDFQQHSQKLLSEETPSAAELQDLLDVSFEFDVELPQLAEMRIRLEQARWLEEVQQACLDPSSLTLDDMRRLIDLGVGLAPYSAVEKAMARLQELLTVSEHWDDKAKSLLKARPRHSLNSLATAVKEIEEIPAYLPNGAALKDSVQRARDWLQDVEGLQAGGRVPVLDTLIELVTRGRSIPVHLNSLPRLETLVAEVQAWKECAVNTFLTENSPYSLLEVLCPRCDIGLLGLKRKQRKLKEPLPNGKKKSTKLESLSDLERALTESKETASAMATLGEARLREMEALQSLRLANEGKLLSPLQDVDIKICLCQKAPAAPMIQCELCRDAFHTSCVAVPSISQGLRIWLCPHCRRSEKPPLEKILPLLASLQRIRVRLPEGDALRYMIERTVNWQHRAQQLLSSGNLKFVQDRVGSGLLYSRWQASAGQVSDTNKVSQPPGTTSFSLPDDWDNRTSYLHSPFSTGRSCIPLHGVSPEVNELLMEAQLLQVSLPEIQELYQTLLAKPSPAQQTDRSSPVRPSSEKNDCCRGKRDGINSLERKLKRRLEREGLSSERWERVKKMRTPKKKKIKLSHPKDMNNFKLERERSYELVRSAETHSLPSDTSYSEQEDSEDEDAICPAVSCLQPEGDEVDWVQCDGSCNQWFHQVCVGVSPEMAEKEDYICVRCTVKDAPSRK
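Here, H3K4me3 peptide (12.5 µM in substrate mix) is demethylated by KDM5BΔAP, 200 nM final, after 10 min compound exposure. Formaldehyde product is coupled through FDH (0.25 U/mL in mix) to NADH fluorescence; 30-min ΔRFU feeds dose-response curves.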
An asterisk follows results filed as active; ? = inconclusive; [ ] = remark or other dose. Potency is the fitted concentration of half-maximal effect.

KDM5B inh | SMILES
11% | Cn1cc(C(=O)N2CCN(C(=O)Cc3ccccc3)CC2)c2ccccc21
1% | COc1ccc(CNC(=O)COC(=O)c2ccc(OCC3CCCO3)cc2)cc1 (stereo not given)
? | COc1ccc2[nH]c3c(c2c1)CCNC31CCN(C(=O)c2cccn2C)CC1
? | O=C1CCN(Cc2cccnc2)CCCC(c2nc(-c3cccnc3)no2)CCN1 (stereo not given)
0% | Cc1c(C(=O)NCCc2ccccc2)cccc1-n1cnc2cccnc21
? | CCOC(=O)C1CCCN(CC(=O)N2CCCc3c2c(=O)oc2ccc(OCc4ccccc4)cc32)C1 (stereo not given)
12% | CCC(c1cccs1)N1C(=O)[C@H]2CN(CCC(C)C)C[C@H]2C1=O (stereo not given in full)
-4% | O=C(Cn1nc(Cl)nc1Cl)c1ccc(Cl)cc1
-27% | COc1ccc(S(=O)(=O)Nc2ccc(C(N)=O)cc2)cc1C(=O)N1CCCCCC1
-12% | COc1ccc2c(C)c(CC(=O)Nc3cccc(C)c3)c(=O)oc2c1OC
8% | CCOc1ccc(S(=O)(=O)N2CCCC2c2cccc(F)c2)cc1 (stereo not given)
-13% | Cc1ccc(NC(=S)NC(=O)C2CC2)cc1Cl
-3% | CN1CCCCCCN(C(=O)Cc2cccnc2)[C@@H]2CCC[C@@H]2C1=O
8% | CCCc1cc(=O)[nH]c(Nc2nc(C)c3ccc(C)cc3n2)n1
21% | Cc1nnc(NC(=O)CCS(=O)(=O)c2ccccc2)s1
12% | CCn1cnc2c1c(=O)n(CC(=O)N(C)Cc1ccc(C)o1)c(=O)n2Cc1ccccc1
? | COc1ccc(-c2noc([C@@H]3CCCN3C(=O)c3cc(F)cc(F)c3)n2)cc1OC
7% | Cc1sc2nc(CN3CCOCC3)nc(N(C)CC(=O)Nc3cccc4ccccc34)c2c1C
16% | CCN(CC)S(=O)(=O)c1ccc2c(c1)CC(C(=O)NCc1ccccc1Cl)N2C(C)=O (stereo not given)
? | CC(C)NC(=O)NC(=O)C(C)Sc1cccc2cccnc12 (stereo not given)
-26% | N#C/C(=C\c1ccc(N2CCOCC2)o1)C(=O)NC1CCCCC1
-9% | O=C(OCC(=O)N1CCC(Cc2ccccc2)CC1)c1ccccc1F
1% | O=C(CCC1CCN(S(=O)(=O)c2ccccc2F)CC1)NCCN1CCOCC1
4% | Cc1ccc(C)c(N=Cc2ccc(N(C)C)cc2)c1
12% | O=S(=O)(Cc1coc(-c2cccc(Cl)c2)n1)CC1CCCO1 (stereo not given)
6% | CC1Cn2cc(C(=O)Nc3cccc(C(F)(F)F)c3)c(=O)c3c(Cl)ccc(c32)O1 (stereo not given)
? | FC(F)(F)c1ccccc1N/N=C/c1ccccc1Br
-5% | COCCN1C(=O)c2ccccc2C(C(=O)NCc2ccccc2)C12CCCC2 (stereo not given)
? | COc1ccc(C(=O)Nc2nc3c(s2)C[C@@H]2[C@](C)(CO)[C@H](O)CC[C@@]2(C)[C@@H]3CC(=O)NC2CCCC2)cc1
-13% | NNc1nc(-c2ccccc2)nc(-c2ccccc2)c1Br
6% | CCc1ccc(C2C(C#N)=C(N)N(N(C)C)C3=C2C(=O)CCC3)cc1 (stereo not given)
-6% | Cc1ccc(CCC(=O)N[C@H](C2CCNCC2)C2CC(O)C2)cc1C (stereo not given in full)
2% | CNC(=O)[C@@H]1C[C@H](Oc2cccnc2)CN1C(=O)c1ccc(Cc2c(C)noc2C)o1
-3% | NC(=O)Cn1c(=O)n(CCCCCC(=O)NCc2ccc3c(c2)OCO3)c(=O)c2sccc21
-20% | Cc1ccc(C2=NN(C(=O)Cn3nnc(-c4ccc(C(N)=O)cc4)n3)C(c3ccco3)C2)cc1 (stereo not given)
-30%[86.2 µM] | CN1[C@@H](CCC(=O)NCc2ccccc2)CNC(=O)[C@@H]2[C@H]1CCN2Cc1cccs1
165%[activator][86.2 µM] | CN1Cc2ccc(NCc3ccccc3)nc2C(C)(C(=O)NCc2ccccc2)C1 (stereo not given)
-16% | CC(=O)c1ccc(N2CCN(c3ncnc4c3nc3n4CCCC3)CC2)cc1
? | CCc1ccc(NC(=O)Cn2ccn3nc4c(c3c2=O)CC(C)CC4)cc1 (stereo not given)
-5% | CCCCn1c(=O)[nH]c(=O)c2c1nc(CNc1ccc(F)cc1C)n2CCC(C)C
3% | Cc1nc2cc(NC(=O)CN(C)C(=O)c3ccco3)ccc2o1
3% | COc1ccc(C(=O)N2CCC(CCC(=O)Nc3cccc(C)c3)CC2)cc1
? | O=C(CSc1nnc(-c2ccccc2F)o1)N1CCc2ccccc21
-17% | Cc1nc2c3ccccc3nc(NNC(=O)CCC(=O)O)n2n1
6% | CS(=O)(=O)N1C[C@@H](C(=O)NC2CCCCCC2)[C@H](c2ccncc2)C1
-34% | O=C(COC(=O)C1C2CC3OC(=O)C1C3C2)Nc1ccc(Cl)cc1 (stereo not given)
19% | CN(C(=O)c1ccc(I)cc1)C1CCCCC1
-16% | O=C(NCc1ccc(F)cc1)N1CCCCC1c1noc(COc2ccc(F)cc2)n1 (stereo not given)
40µM* | COCCn1ccc2c(C3=CCOCC3)nc(-c3ccc4cn[nH]c4c3)cc21
2% | CCN(CC)Cc1ccccc1CNC(=O)c1cc2ccccc2oc1=O

(more compounds)
KDM5B inh | SMILES
8% | CC(=O)Nc1ccc(NC(=O)CC2C(=O)NCCN2C(=O)CN2CCN(CCO)CC2)cc1 (stereo not given)
9%[115 µM] | O=C1CC2(CCN([S+](=O)([O-])c3ccccc3)C2)Nc2ccccc2N1 (stereo not given)
15%[11.5 µM] | Cc1ccc(CNC(=O)c2cn(C)c3ccc(S(=O)(=O)N4CCOCC4)cc3c2=O)cc1
-8% | Cc1ccc(CNC(=O)c2ccc3oc(=O)n(Cc4ccccc4)c3c2)cc1
? | CCn1c(SCc2ccccc2C)nc(=O)c2c(C(=O)OC)cc(C3CC3)nc21
-14%[86.2 µM] | CC1=C[C@@H](CN2CCC(C(N)=O)CC2)[C@H](C(C)C)C[C@H]1Cc1nnc(-c2cccnc2)o1
13% | COc1ccc(-c2c(NC(=O)C(C)C)oc3c(C)cccc3c2=O)cc1OC
30%[activator] | CCOC(=O)NCC(=O)NCc1ccccc1
19% | CC1=CCC(CO)(CO)C(C)C1 (stereo not given)
-2% | Cc1cc(C)cc(C(=O)NCCc2csc(-c3ccc(C(F)(F)F)cc3)n2)c1
12% | COc1ccc(CNC(=O)CCc2ncc(-c3ccc(C)c(C)c3)o2)cc1
21% | COc1ccc(C(=O)N2C[C@@H](CO)[C@H](NC(C)=O)C2)c(OC)c1
-7% | Fc1ccccc1-c1nc(NC2CCCC2)c2ccccc2n1
-11% | CC(C)c1noc(-c2cn(C3CCCN(C(=O)c4cccc(N(C)C)c4)C3)nn2)n1 (stereo not given)
23% | CCc1ccc(-c2csc(/C(C#N)=C/Nc3cccc(C)c3C)n2)cc1
21% | CNc1cc(C2CC(NC(=O)COc3ccc(Cl)cc3C)C2)nc(N)n1 (stereo not given)
? | CCC1CCc2nc3sc(C(=O)Nc4cccc(C(F)(F)F)c4)c(N)c3cc2C1 (stereo not given)
18% | Cc1ccccc1OCCCOc1ccccc1/C=N/NC(=O)c1cccc(Cl)c1
-21% | COc1ccc(-c2coc3c(C)c(OCCN4CCCCC4)ccc3c2=O)cc1
14% | O=C(Nc1ncn(Cc2ccc(Cl)cc2)n1)c1ccn(COc2ccc(F)cc2F)n1
4% | CCNC(=O)c1c(NC(=O)COc2ccc(F)cc2)sc2c1CCCC2
-8% | COc1ccc(OCC2CCN(CC3(O)CCCNC3)CC2)cc1 (stereo not given)
? | Cc1noc2c(-c3cccc(CO)c3)cc(-c3cccs3)nc12
29% | CCOc1ccc(NC(=O)C2CCC(CNc3c(N4CCC(C)CC4)c(=O)c3=O)CC2)cc1 (stereo not given)
-29% | Cn1cnnc1CC1CCCNC1 (stereo not given)
-12% | CCOc1ccccc1NC(=O)C1CC(=O)N(c2n[nH]c3ccccc23)C1 (stereo not given)
-10% | CCOc1ccc(N(CC)S(=O)(=O)N2CCCC(C(=O)NCCc3ccc(OC)cc3)C2)cc1 (stereo not given)
22% | CC(=O)c1c(C)n(-c2ccccc2)c2ccc(OCC(N)=O)cc12
-16%[86.2 µM] | COCCNC(=O)C[C@@H]1C[C@H]2O[C@H](CNC3Cc4ccccc4C3)[C@@H](O)[C@H]2O1
5% | COc1cccc(N2C(=O)CCC2(C)C(=O)NC2CCCC2)c1 (stereo not given)
-10% | COc1cc2oc(=O)c(CC(=O)NCCc3ccccc3)c(C)c2cc1Cl
-14% | Cc1cccc(NC(=O)CN2C(=O)C(c3ccc(F)cc3)=NC23CCCCCC3)c1
16% | O=C(CC12CC3CC(CC(C3)C1)C2)Nc1cccc2ncccc12
-13% | COc1ccc(CNC(=O)CCS(=O)(=O)c2cc3c4c(c2)CCN4C(=O)CC3)cc1OC
-25% | O=C(Nc1nnc(S(=O)(=O)N2CCCCCC2)s1)c1ccccc1Cl
? | COC(=O)C1=C(C)N=C2SC=C(CC(=O)NC3CCCCC3)N2C1c1ccsc1 (stereo not given)
-12% | Cc1ccc(NC(=O)COC(=O)COc2ccc(C3SCCCS3)cc2)c(Cl)c1
-8% | Cc1cc(C(=O)N2CCN(c3cccc(C(F)(F)F)c3)CC2)cs1
? | CCOC(=O)c1cc(-c2ccccn2)nc2c1c(=O)[nH]c(=O)n2CC(C)C
-9% | Cc1ccc(NC(=O)C2CCCc3ccccc32)c(Cl)c1 (stereo not given)
12% | COc1ccc(Cl)cc1NC(=O)CCC1CCCN(C(=O)c2ccoc2C)C1 (stereo not given)
-1% | CC(C)(C)C(=O)N1CC2(Cc3ccccc3N([S+](C)(=O)[O-])C2)C1
6% | COc1cccc(C(=O)Nc2oc3ccccc3c(=O)c2-c2cccc(OC)c2)c1
? | O=C(Cc1c[nH]c2ccccc12)N1CCCC2(C1)Nc1cccnc1NC2=NC1CCCC1 (stereo not given)
-28% | Cc1ccc(NC(=O)Nc2nnc(N(C)C3CCCCC3)s2)c(Cl)c1
-11% | COc1ccccc1OCCn1cc(C(=O)C(F)(F)F)c2cc(Br)ccc21
-4% | C(=N\NC1=NCCCCC1)/c1cn(-c2ccccc2)nc1-c1cccnc1
3% | COC(=O)c1ccccc1NC(=O)Cn1nnc(-c2ccc3c(c2)OCO3)n1
-3% | CC12CNC3(C#N)CC1CCC32C (stereo not given)
-23% | CN(C)c1ccc(CNC(=O)Cn2ccc3cc(S(=O)(=O)N4CCCCCC4)ccc32)cc1

Other structures follow.
KDM5B inh | SMILES
-12% | COc1ccc(NC(=O)[C@H]2C[C@H](CCSC)N[C@]23C(=O)Nc2ccc(F)cc23)cc1
26% | COc1ccc(OC)c(C2C(C(=O)Nc3ccc(C)cc3)=C(C)Nc3nnnn32)c1 (stereo not given)
24% | Cc1ccccc1NC(=O)N1C[C@@H](F)C[C@H]1C(=O)N1CCCCC1
-24% | CCCSCCCNC(=O)c1ccc2nc(Cc3ccccc3)oc2c1
-24%[86.2 µM] | O=C1c2cnc(-c3ccc(CO)cc3)nc2OCCN1c1cccc(C(F)(F)F)c1
-4% | Cc1ccc(C(=O)N2CCN(c3cc(Cl)ccc3C)CC2)s1
-4% | Cn1c(OCc2cccnc2)nc2c1c(=O)n(Cc1cccc(Cl)c1)c(=O)n2C
15% | COc1cc(/C=C/C(=O)OCC(=O)N2CCCC2)cc(OC)c1OC
26% | O=C1c2ccc(Oc3ccc([N+](=O)[O-])cc3)cc2C(=O)N1CCO
-4% | Cc1cc(F)ccc1NC(=O)CCc1ncc(-c2ccccc2)o1
21% | CCc1ccc(NC(=O)C(=O)NCC(c2cccnc2)N2CCN(c3ccc(F)cc3)CC2)cc1 (stereo not given)
8% | Cc1oc2cc(OCCN3CCN(c4ccccc4)CC3)ccc2c(=O)c1-c1ccccc1
12% | O=C(c1nc2ccccn2c1CNCCCn1cccn1)N1CCCC1
17% | CN(C)c1ccc(/C=N/NC(=O)c2cnc3ccccc3c2)cc1

Compounds listed so far that contain a Cl atom:
KDM5B inh | SMILES
-4% | O=C(Cn1nc(Cl)nc1Cl)c1ccc(Cl)cc1
-13% | Cc1ccc(NC(=S)NC(=O)C2CC2)cc1Cl
16% | CCN(CC)S(=O)(=O)c1ccc2c(c1)CC(C(=O)NCc1ccccc1Cl)N2C(C)=O (stereo not given)
12% | O=S(=O)(Cc1coc(-c2cccc(Cl)c2)n1)CC1CCCO1 (stereo not given)
6% | CC1Cn2cc(C(=O)Nc3cccc(C(F)(F)F)c3)c(=O)c3c(Cl)ccc(c32)O1 (stereo not given)
-34% | O=C(COC(=O)C1C2CC3OC(=O)C1C3C2)Nc1ccc(Cl)cc1 (stereo not given)
21% | CNc1cc(C2CC(NC(=O)COc3ccc(Cl)cc3C)C2)nc(N)n1 (stereo not given)
18% | Cc1ccccc1OCCCOc1ccccc1/C=N/NC(=O)c1cccc(Cl)c1
14% | O=C(Nc1ncn(Cc2ccc(Cl)cc2)n1)c1ccn(COc2ccc(F)cc2F)n1
-10% | COc1cc2oc(=O)c(CC(=O)NCCc3ccccc3)c(C)c2cc1Cl
-25% | O=C(Nc1nnc(S(=O)(=O)N2CCCCCC2)s1)c1ccccc1Cl
-12% | Cc1ccc(NC(=O)COC(=O)COc2ccc(C3SCCCS3)cc2)c(Cl)c1
-9% | Cc1ccc(NC(=O)C2CCCc3ccccc32)c(Cl)c1 (stereo not given)
12% | COc1ccc(Cl)cc1NC(=O)CCC1CCCN(C(=O)c2ccoc2C)C1 (stereo not given)
-28% | Cc1ccc(NC(=O)Nc2nnc(N(C)C3CCCCC3)s2)c(Cl)c1
-4% | Cc1ccc(C(=O)N2CCN(c3cc(Cl)ccc3C)CC2)s1
-4% | Cn1c(OCc2cccnc2)nc2c1c(=O)n(Cc1cccc(Cl)c1)c(=O)n2C

Not all compounds are listed; the hit share may differ from the screen's.
